ROMK primary = ROMK potassium channel modulators, primary screen, cell-based, thallium flux, MLSMR library | ATP-sensitive inward rectifier potassium channel 1 (Homo sapiens), P48048 | Tet-inducible ROMK, thallium flux fluorescence; actives lie on both sides | B-score at 10 µM | actives 2% (n = 130,000) | AID 1918, 2009;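 active means signal ratio slope over the read window, or its plate-corrected B-score, at least 3 SD from the plate mean, either direction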;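 further: B-score of the F/F0 ratio slope over 7 to 12 s after thallium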
Target sequence (P48048 whole entry, looked up): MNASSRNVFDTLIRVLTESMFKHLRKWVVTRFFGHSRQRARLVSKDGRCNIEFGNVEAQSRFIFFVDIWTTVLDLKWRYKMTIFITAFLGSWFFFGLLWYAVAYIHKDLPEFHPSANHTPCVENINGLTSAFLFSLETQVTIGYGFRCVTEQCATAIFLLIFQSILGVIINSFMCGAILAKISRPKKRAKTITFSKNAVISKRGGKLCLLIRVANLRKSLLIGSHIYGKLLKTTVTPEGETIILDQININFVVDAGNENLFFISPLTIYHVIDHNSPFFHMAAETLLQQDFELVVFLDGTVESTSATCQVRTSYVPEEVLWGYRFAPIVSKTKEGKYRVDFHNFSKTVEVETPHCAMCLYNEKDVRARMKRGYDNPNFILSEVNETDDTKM
RAM inhibit = inhibitors of the yeast RAM network, primary screen, dse1pr::URA3 reporter, 5-FOA selection. S. cerevisiae dse1pr::URA3 reporter, 5-FOA growth OD615, 2 d; analog-sensitive cbk1-as2 kinase mutant strain. actives 1.8% (n = 190,000). inhibition, % at 50 µM;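 active means inhibition above a set limit, 3 SD over mean compound inhibition, cut at about 8.4% in these data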;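 further: 0% = DMSO-only wells with no growth and 100% = 10 µM 1-NA-PP1 full growth; inhibition rescues growth on 5-FOA so higher OD means more RAM inhibition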
TR-FRET SRC-2 ct = TR-FRET signal artefacts, primary screen, artefact control for PPARgamma SRC-2 agonist project, biochemical; TR-FRET ratio at 8 µM; TR-FRET artefact counter-screen; stronger effect = higher value; actives 0.4% (n = 200,000); AID 1049, 2008; in the data active means TR-FRET ratio above about 2000; further: inactives centre near 1500
TLR4 MyD88 comp = inhibitors of TLR4-MyD88 association in cells, primary screen, cell-based, HeLa CL3-4, BLA complementation, FRET ratio; inhibition, % at 8.4 µM; HeLa CL3-4 TLR4/MyD88 BLA complementation; actives 0.18% (n = 200,000); Toll-like receptor 4 (Homo sapiens) + Myeloid differentiation primary response protein …; AID 861, 2007; in the data active means inhibition above about 25%;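 further: 0% = vehicle and 100% = reference inhibitor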
PPARg SRC-3 ag = PPARgamma agonists recruiting SRC-3 coactivator, primary screen, biochemical | biochemical PPARgamma/SRC-3 coactivator recruitment assay | AID 731, 2007 | activation, % at 8 µM | actives 0.26% (n = 200,000) | Peroxisome proliferator-activated receptor gamma (Homo sapiens), P37231; in the data active means activation above about 23%;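 further: 0% = DMSO and 100% = reference agonist; some compounds past the cut are filed as inactive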
Target sequence (P37231 whole entry, looked up): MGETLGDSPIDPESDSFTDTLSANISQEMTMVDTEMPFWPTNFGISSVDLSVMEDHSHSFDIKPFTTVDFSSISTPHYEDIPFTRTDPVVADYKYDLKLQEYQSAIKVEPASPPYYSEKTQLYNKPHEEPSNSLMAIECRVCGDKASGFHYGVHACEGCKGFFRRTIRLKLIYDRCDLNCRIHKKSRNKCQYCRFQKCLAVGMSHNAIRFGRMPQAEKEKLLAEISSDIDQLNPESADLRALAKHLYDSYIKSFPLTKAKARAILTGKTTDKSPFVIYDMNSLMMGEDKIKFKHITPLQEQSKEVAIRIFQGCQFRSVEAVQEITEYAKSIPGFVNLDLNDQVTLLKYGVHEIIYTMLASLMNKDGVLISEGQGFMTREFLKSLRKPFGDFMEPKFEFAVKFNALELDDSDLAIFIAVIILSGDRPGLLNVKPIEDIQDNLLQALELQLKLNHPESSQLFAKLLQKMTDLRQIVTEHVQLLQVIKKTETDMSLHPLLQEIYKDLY
STAT1 inh = STAT1 signaling inhibitors, primary screen, cell-based, HTS, luciferase reporter; actives 0.35% (n = 200,000); NIH 3T3 STAT1-luciferase reporter, IFN-gamma, luminescence; AID 920, 2007; inhibition, % at 5.5 µM;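 active means inhibition above a set limit, the mean inhibition across all tested compounds plus 3 SD, cut at about 34% in these data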;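 further: 0% = IFN-gamma with DMSO and 100% = IFN-gamma with 300 µM nifuroxazide; values of inactives mirror those of a sister screen read the other way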
STAT3 act = IL-6 driven STAT3 reporter potentiators, primary screen, U3A cells, luciferase, luminescence, MLSCN library | IL-6 STAT3-luciferase reporter; 100% = signal with IL-6 EC80 alone | activation (% of control), % at 5.6 µM | actives 0.91% (n = 190,000) | AID 871, 2007;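 active means activation above the screen-wide mean of compound activation plus 3 SD, cut at about 130% in these data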;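 further: 0% = background luminescence of wells with medium and substrate only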
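Test system: Human STAT1-deficient U3A cells with stable STAT3-luciferase reporter | Also added: Interleukin-6, 33 ng/mL | Timing: Compound pre-incubation 1 h before IL-6, then 6 h stimulation at 37 °C | Technique: Luciferase reporter luminescence | Read-out: Percent of IL-6-only median luminescence | Benchmarks: IL-6-only wells as 100% reference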
PPARg SRC1 recr = PPARgamma agonists recruiting SRC-1 coactivator, primary screen, biochemical; Peroxisome proliferator-activated receptor gamma (Homo sapiens), P37231; PPARgamma-SRC-1 coactivator recruitment biochemical assay; activation, % at 8 µM; actives 0.41% (n = 200,000); AID 631, 2007; in the data active means activation above about 19%;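 further: 0% = DMSO and 100% = reference agonist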
S1P3 antag = S1P3 receptor antagonists, primary screen, cell-based; Sphingosine 1-phosphate receptor 3 (Homo sapiens), Q99500; CHO S1P3 NFAT-BLA reporter, FRET fluorescence, antagonist mode; inhibition, % at 4.98 µM; actives 0.27% (n = 170,000);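 active means inhibition above the plate cutoff, the mean inhibition of test wells on that plate plus 3 SD, cut at about 28% in these data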;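 further: cells challenged with S1P at its EC80 of 0.8 µM; blue over green emission ratio from cleaved BLA substrate after 4 h stimulation; 0% = S1P-stimulated wells and 100% = unstimulated DMSO-only wells; some compounds past the cut are filed as inactive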
STAT3 blocker = IL-6 driven STAT3 reporter inhibitors, primary screen, U3A cells, luciferase, luminescence, MLSCN library; IL-6 STAT3-luciferase reporter; host cell line lacks STAT1; inhibition, % at 5.5 µM; AID 862, 2007; actives 0.89% (n = 190,000);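 active means inhibition above the mean inhibition across all screened compounds plus 3 SD, cut at about 44% in these data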;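 further: 0% = DMSO only wells and 100% = 100 µM nifuroxazide control wells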
PPARg SRC-2 ag = agonists of PPARg-SRC-2 recruitment, primary screen, biochemical, HTS. Peroxisome proliferator-activated receptor gamma (Homo sapiens), P37231. PPARgamma LBD-SRC-2 recruitment. activation, % at 8 µM. actives 0.34% (n = 200,000); in the data active means activation above about 22%;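 further: 0% = vehicle and 100% = reference agonist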
* marks the source's active call; other numbers are inactive results; nt = not tested or not shown.

item	SMILES	ROMK primary	RAM inhibit	TR-FRET SRC-2 ct	TLR4 MyD88 comp	PPARg SRC-3 ag	STAT1 inh
1	CN(C1CCS(=O)(=O)C1)S(=O)(=O)c1ccccc1[N+](=O)[O-] (configuration not stated)	-0.41	2.6	1492	-16	-2	1
2	CCCCCCn1c(N2CCN(c3ccccc3)CC2)nc2c1c(=O)[nH]c(=O)n2C	-1.2	2.7	1640	15	3	2
3	CCC(C)NS(=O)(=O)c1ccc(OCC(=O)NCc2ccccn2)cc1 (configuration not stated)	0.18	0.8	1439	-5	-1	-7
4	COc1cc2c(cc1OC)CN(C(=O)CCN1C(=O)C3CCCCC3C1=O)CC2 (configuration not stated)	0.53	-0.8	1380	8	-1	3
5	COc1ccc(C[C@H]2CN3C(=NC[C@@H]3Cc3ccccc3)N2CCNC(=O)c2ccc(C)c(Br)c2)cc1	nt	-0.3	1700	-3	2	14
6	O=C1C(C23CC4CC(CC(C4)C2)C3)C(=O)N(c2ccccc2)N1c1ccccc1	nt	4.8	1517	-4	1	-4
7	Cc1cccc(NC2(C(F)(F)F)N=C3SCCN3C2=O)n1 (configuration not stated)	-0.37	1.5	1498	2	-2	2
8	CC(=O)Nc1ccc(-c2csc(NC(=O)Nc3ccccc3)n2)cc1	0.21	3.9	1478	-5	-3	3
9	Cc1ccc(NC(=O)/C(CN(C)C)=N\O)cc1	-2.6	1.0	1576	17	-13	-28
10	CCCN(CC(=O)Nc1ccccc1C)C(=O)c1cc(=O)[nH]c2ccccc12	nt	3.4	1792	4	2	4

item	STAT3 act	PPARg SRC1 recr	S1P3 antag	STAT3 blocker	PPARg SRC-2 ag
1	99	1	1	-1	-1
2	106	7	5	-2	2
3	103	0	7	-1	0
4	113	-8	-15	-16	1
5	nt	-1	-10	nt	1
6	104	9	nt	-5	9
7	103	1	-17	-6	4
8	83	4	2	27	0
9	105	2	-20	-2	-5
10	99	-1	-6	4	8

The list goes on:
item	SMILES	ROMK primary	RAM inhibit	TR-FRET SRC-2 ct	TLR4 MyD88 comp	PPARg SRC-3 ag	STAT1 inh
11	COC(=O)C1C(C(C)C)N(c2ccccc2)OC1(C)O (configuration not stated)	nt	1.4	1436	2	-5	3
12	CCS(=O)(=O)N1CCC(C(=O)Nc2cccc(C(C)=O)c2)CC1	nt	0.7	1569	-13	9	4
13	C/[N+]([O-])=C\C1C(=O)CCCC1=O	-1.1	0.5	1584	5	1	2
14	CC1=C(C)CC(C(=O)NNC(=O)c2ccccc2O)C(C(=O)O)C1 (configuration not stated)	-0.42	2.0	1409	-11	9	5
15	COc1ccc(CSc2nnc(C)n2N)cc1	nt	1.3	1452	-2	-2	-2
16	Fc1ccc(N/N=C/c2ccc(N3CCOCC3)cc2)c(F)c1	-0.34	2.5	1776	15	6	-34
17	Cc1ccc(N2C(=O)c3ccccc3C2=O)cc1C	nt	3.3	1408	5	3	-26
18	CCN(CC)S(=O)(=O)c1ccc(C2CNC(=O)C2)cc1 (configuration not stated)	nt	-0.5	1517	7	9	-3
19	Cc1cccn2c(=O)c3cc(C(=O)O)n(C)c3nc12	0.54	2.6	1467	2	2	2
20	O=C(COC(=O)c1ccc([N+](=O)[O-])s1)Nc1ncc(C(F)(F)F)cc1Cl	nt	-0.9	1632	-5	1	6

item	STAT3 act	PPARg SRC1 recr	S1P3 antag	STAT3 blocker	PPARg SRC-2 ag
11	109	6	13	-4	6
12	93	3	8	10	6
13	90	2	11	17	6
14	103	-5	nt	3	-1
15	104	-8	-4	0	5
16	93	9	17	12	15
17	97	1	nt	5	-3
18	106	6	-10	-1	9
19	106	3	-9	-9	6
20	101	6	-6	4	5

The closing four compounds of the part above open the next one.
item	SMILES	ROMK primary	RAM inhibit	TR-FRET SRC-2 ct	TLR4 MyD88 comp	PPARg SRC-3 ag	STAT1 inh
17	Cc1ccc(N2C(=O)c3ccccc3C2=O)cc1C	nt	3.3	1408	5	3	-26
18	CCN(CC)S(=O)(=O)c1ccc(C2CNC(=O)C2)cc1 (configuration not stated)	nt	-0.5	1517	7	9	-3
19	Cc1cccn2c(=O)c3cc(C(=O)O)n(C)c3nc12	0.54	2.6	1467	2	2	2
20	O=C(COC(=O)c1ccc([N+](=O)[O-])s1)Nc1ncc(C(F)(F)F)cc1Cl	nt	-0.9	1632	-5	1	6
21	Cc1ccc(C)n1-c1ccc(C(=O)Nc2ccccc2)cc1	-0.44	0.0	1788	-1	1	-3
22	C[C@H](NC(=O)c1ccc(Cl)cc1)C(=O)NCCc1ccc(S(N)(=O)=O)cc1	0.34	1.6	1511	-11	4	0
23	CCOc1ccc(NC(=S)NC(C)c2cccs2)cc1 (configuration not stated)	0.39	0.1	1607	5	4	-12
24	CN(c1ccccc1)S(=O)(=O)c1cccc(C(=O)OCC(=O)NCc2ccco2)c1	0.099	0.1	1549	11	1	1
25	CCOC(=O)c1oc2ccc(CNCCO)c(Cl)c2c1C	-0.0088	1.6	1561	-3	-1	-26
26	Cc1cc(C)n(C(=O)c2c([N+](=O)[O-])cnn2C)n1	-0.028	-0.5	1412	5	16	-2
27	CCn1c(SCC(=O)N2CCc3ccccc3C2)nc2c1c(=O)n(C)c(=O)n2C	nt	-0.5	1709	-9	1	-1
28	Cc1ccc(C2N(c3ccccc3)C(=S)N3CCCN23)cc1 (configuration not stated)	2.4	2.1	1358	-4	-6	-7
29	Cc1oc(C2CC2)cc1C(=O)O	nt	0.3	1718	-5	0	3
30	CN1/C(=C\C(=O)c2ccccc2Cl)c2ccccc2CC1(C)C	-1.7	2.5	1462	4	-5	10

item	STAT3 act	PPARg SRC1 recr	S1P3 antag	STAT3 blocker	PPARg SRC-2 ag
17	97	1	nt	5	-3
18	106	6	-10	-1	9
19	106	3	-9	-9	6
20	101	6	-6	4	5
21	91	6	6	9	7
22	105	1	-14	5	0
23	78	10	8	28	2
24	102	6	-13	0	0
25	111	-2	6	-10	8
26	98	6	nt	6	9
27	105	15	-4	-3	5
28	97	-9	nt	4	-1
29	104	6	-16	-5	10
30	98	4	0	0	0

The list continues.
item	SMILES	ROMK primary	RAM inhibit	TR-FRET SRC-2 ct	TLR4 MyD88 comp	PPARg SRC-3 ag	STAT1 inh
31	COc1ccc(NC(=O)CSc2nnc(-c3ccccc3C)n2C)cc1	1.6	2.9	1552	-4	-4	2
32	COc1ccc(-n2nc(C(=O)NCC(=O)NCc3ccccc3OC)c3ccccc3c2=O)c(OC)c1	0.027	5.8	1714	7	9	-5
33	CC(C(=O)NCc1ccccc1)N(CCN1CCOCC1)C(=O)c1snc(C(N)=O)c1N (configuration not stated)	nt	nt	1655	-1	-3	2
34	Cc1nn(CCO)c(C)c1Oc1ccccc1O	nt	1.6	1551	1	-4	-10
35	Brc1ccc(-c2noc(C3CCCCC3)n2)cc1	0.67	0.2	1611	-9	4	-33
36	OC1(c2ccc(Cl)cc2)CN(c2ccccc2)C2=[N+]1CCS2 (configuration not stated)	1	0.5	1612	-4	5	1
37	CCOC(=O)c1[nH]c2ccccc2c1CCCN1C(=O)c2ccccc2C1=O	nt	5.2	1621	6	5	1
38	O=C(O)c1cc(S(=O)(=O)Nc2ccc3c(c2)OCCO3)c(Cl)cc1Cl	nt	0.7	1801	2	-2	-8
39	O=C(c1nc2nc(-c3ccccc3)cc(C(F)(F)F)n2n1)N1CCCCC1	-0.0034	0.8	1626	-2	1	6
40	Cc1ccc(C)c(SCC(=O)OCC(=O)Nc2ncc(C(F)(F)F)cc2Cl)c1	nt	0.8	1514	6	5	0

item	STAT3 act	PPARg SRC1 recr	S1P3 antag	STAT3 blocker	PPARg SRC-2 ag
31	93	5	-14	8	2
32	101	4	0	9	2
33	101	1	-40	9	2
34	101	1	nt	2	6
35	95	10	-23	12	5
36	98	8	9	11	6
37	88	8	nt	18	8
38	87	8	-1	16	-6
39	93	3	-50	7	12
40	107	2	3	-2	3

(continued)
item	SMILES	ROMK primary	RAM inhibit	TR-FRET SRC-2 ct	TLR4 MyD88 comp	PPARg SRC-3 ag	STAT1 inh
41	O=C(C1CCOCC1)N1CCC(CO)(CCc2ccccc2)CC1	nt	-0.4	1590	-13	8	-5
42	O=C(CN1CCN(S(=O)(=O)c2ccc3ccccc3c2)CC1)Nc1ccc2c(c1)CCC2	nt	2.4	1620	-9	-2	-11
43	O=C(NC(=S)Nc1ccc(Cl)cn1)C12CC3CC(CC(C3)C1)C2	-0.75	3.8	1480	1	2	-23
44	O=C(N/N=C/c1c[nH]c2ccccc12)c1[nH]c2ccc(Br)cc2c1-c1ccccc1	0.12	3.9	1472	4	-1	-9
45	O=C(c1ccc(Cl)cc1)N1CCN(c2cc(=O)[nH]nc2-c2ccccc2)CC1	nt	1.2	1635	-2	3	-6
46	COc1ccc(OC)c(-c2cc(C3CCN(C(=O)OC(C)(C)C)CC3)[nH]n2)c1	1.3	-0.6	1662	-5	-1	-14
47	N#CC1=C(N)N2C(=C(C#N)C13CCCC3)Nc1ccccc12	1.4	1.2	1569	-12	3	3
48	Cc1ccc2nc(-c3ccccc3)c(CN3CCOCC3)n2c1	-0.035	0.1	1488	-8	3	-6
49	O=C(Nc1ccc(OC(F)F)cc1)c1ncc(Cl)c(Cl)c1Cl	0.65	3.1	1516	-4	-2	9
50	Cc1ccc2c(c1)c(C)cc[n+]2Cc1ccccc1	nt	1.1	1566	-9	-1	17
51	CCOC(=O)c1nn(-c2ccccc2)c(C(=O)OCC)c1N	-1.9	2.2	1573	6	-6	2
52	CC(=O)c1c(C)[nH]c(C(=O)OCc2ccccc2)c1C	2.1	4.2	1736	-9	3	-47
53	CCn1c(CNc2ccc(OC)cc2)nnc1SCC(=O)Nc1ccc(F)cc1	-0.29	0.9	1551	4	10	-2

item	STAT3 act	PPARg SRC1 recr	S1P3 antag	STAT3 blocker	PPARg SRC-2 ag
41	102	8	-1	3	5
42	97	7	-1	4	-1
43	111	-9	-10	-7	-8
44	150*	1	14	-64	5
45	97	2	nt	7	7
46	106	-6	2	6	13
47	95	2	-36	10	3
48	101	0	-15	4	0
49	105	0	7	3	-1
50	94	-9	-1	6	2
51	111	3	13	-8	4
52	87	5	6	18	1
53	103	0	nt	0	4
